# KB-3-1 tox: kills parental KB-3-1 adenocarcinoma cells | Potency, µM (titrated, usually from 46.1 µM), for inactives: top-dose activity change, negative = cytotoxic, most hits filed as cytotoxic | 1.4% of 400,000 active | KB-3-1 viability, CellTiter-Glo ATP luminescence, 72 h; also: potency is read from the fitted curve at half-maximal effect; % is scaled to controls: 0 for no effect and ±100 for the full control effect; nearly all actives have a fitted effect of over 60% in size
#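 Luminescent ATP read-out (CellTiter-Glo) measures survival of drug-naive KB-3-1 cells after 72 h compound exposure at 37 °C. Titration series was screened from lowest to highest concentration, with DMSO vehicle plates as background controls.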
# ATXN2 expr inh: ATXN2 expression inhibition | 0.72% of 360,000 active | Potency, µM (series often up to 57 µM), for inactives: at the top dose activity change, negative = inhibition, actives largely listed as inhibitors | HEK-293 ATXN2-luciferase reporter, luminescence, 24 h; also: potency is read from the fitted curve at half-maximal effect; % is scaled to controls: 0 for no effect and ±100 for the full control effect; nearly all actives have a fitted effect of over 55% in size
#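 qHTS (up to 57 uM final) was run with 24 h compound exposure of reporter cells at 37 °C. Each well was multiplexed: SteadyGlo luminescence measured ATXN2-luciferase expression after a fluorogenic Gly-Phe-AFC viability readout (25 uM final).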
# HT1080 IDH1KD tx: kills HT-1080 cells with IDH1 knockdown | HT-1080 IDH1 knockdown viability, ATP luminescence, 48 h | Potency, µM (series often up to 46.1 µM), without a hit: top-dose activity, negative = toxicity, hits mostly cytotoxic | 2% of 360,000 active;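 also: potency is read from the fitted curve at half-maximal effect; 0% = DMSO wells and -100% = cell-free medium wells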
#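 Cytotoxicity counter-line: IDH1KD HT-1080, 48 h, CellTiter-Glo. Curves classed by r2, magnitude and activity.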
# MCF10A rereplic: induces DNA re-replication in MCF 10a normal breast cells. MCF 10A DNA re-replication, Hoechst nuclear intensity, 48 h. 2.9% of 350,000 active. AID 624296. Potency, µM (top dose mostly 46.1 µM), without a hit: at the highest dose activity, positive = re-replication, actives largely listed as activators; also: potency is read from the fitted curve at half-maximal effect; % of control where 0% means no effect; nearly all actives have a fitted effect of over 50% in size
# HT1080NT lethal: kills 2HG-producing HT-1080-NT fibrosarcoma cells; HT-1080-NT fibrosarcoma viability, CellTiter-Glo ATP luminescence, 48 h; Potency, µM (doses to about 46.1 µM), for the others: at the highest dose activity, negative = less viability, actives largely listed as cytotoxic; 1.6% of 360,000 active; AID 686970;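 also: NT is the 2HG producing partner of a matched IDH1 knockdown line; potency is read from the fitted curve at half-maximal effect; 0% = DMSO-treated cells and -100% = media-only wells without cells; nearly all actives have a fitted effect of over 55% in size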
#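 750 cells/well, RPMI + 5% FBS; 2 h settle, compound pin-transfer, 48 h at 37 degrees C. CellTiter-Glo 10 min RT, luminescence. Normalized to DMSO and media-only wells.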
# IL-1B inflam inh: blocks inflammasome-driven IL-1 beta release. THP-1 LPS/ATP IL-1B secretion, AlphaLISA, 16 h; active compounds read low. activity change, % at 57.5 µM. 4.7% of 360,000 active. AID 743279; in the data active = activity change below about -50%; inconclusive = mostly about -30% to -49%; also: % is scaled to controls: 0 for no effect and ±100 for the full control effect
#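 THP-1 cells pretreated 1 hr with compounds (up to 57.5 uM final), then stimulated with LPS (250 ng/mL final) plus ATP (1.25 mM final); secreted IL-1B measured by AlphaLISA after 16 hr, decreased signal indicating inhibition.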
# KB-V1 cytotox: KB-V1 MDR subline cytotoxicity; KB-V1 MDR cells viability, CellTiter-Glo, 72 h; Potency, µM (series often up to 46.1 µM), inactives show at the top dose activity change, negative = cytotoxicity, usual class: cytotoxic; 3.4% of 400,000 active; also: potency is read from the fitted curve at half-maximal effect; % is scaled to controls: 0 for no effect and ±100 for the full control effect; nearly all actives have a fitted effect of over 60% in size
#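 KB-V1, DMEM (no phenol red) + 10% FBS; cpd pin-transferred, titration series; 72 h, 37 degrees C; CellTiter-Glo, luminescence. Data normalized, curve-fit.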
# WRN inhibitor: inhibitors of human WRN helicase; Potency, µM (top dose mostly 114 µM), for inactives: at the highest dose activity change, negative = inhibition, most hits filed as inhibitors; 0.46% of 360,000 active; Q14191; AID 651768; WRN helicase unwinding, fluorescent forked duplex, kinetic; also: potency is read from the fitted curve at half-maximal effect; % is scaled to controls: 0 for no effect and ±100 for the full control effect; nearly all actives have a fitted effect of over 55% in size
#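 WRN at 20 nM final was preincubated with compound for 15 min at room temperature; reaction started with 100 nM forked duplex oligonucleotide carrying fluorophore and quencher plus 2 mM ATP (final). Unwinding followed kinetically by red fluorescence (ex 525/em 598 nm).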
# SW480 rerep: DNA re-replication induction in SW480 cells; SW480 DNA re-replication, Hoechst DNA content imaging, 48 h; Potency, µM (series often up to 46.1 µM), for the others: top-dose re-replication activation, hits mostly activators; 1.8% of 340,000 active; also: potency is read from the fitted curve at half-maximal effect; % of control where 0% means no effect; nearly all actives have a fitted effect of over 55% in size
#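 Readout is total intensity of Hoechst-stained nuclei, excited at 405 nm and collected at 500-530 nm. Compound treatment lasted 48 hr at 37 C in 5% CO2 before staining.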
# An asterisk follows results filed as active; ? = inconclusive; . = not tested or not shown; [ ] = remark or other dose. Unless noted, calls follow the shape of the dose curve; as a rule, active = well fitted curve in the direction sought with a large enough effect; inconclusive = small, poorly fitted or top-dose-only effect, or another doubt; inactive = no such curve, though single readings can be large; an effect the other way counts as inactive or inconclusive.
structure | KB-3-1 tox | ATXN2 expr inh | HT1080 IDH1KD tx | MCF10A rereplic | HT1080NT lethal | IL-1B inflam inh | KB-V1 cytotox | WRN inhibitor | SW480 rerep
O=C(c1cc(=O)[nH]c2ccccc12)N1CCN(Cc2ccc3c(c2)OCO3)CC1 | -13% | -4% | 5% | -2% | 7% | 1 | 10% | 1% | -1%
CN(C)C(=O)c1cc(S(=O)(=O)N(C)C)c(Cl)cc1N1CCCC1 | 0% | -1% | 3% | 3% | 1% | 4 | 0% | 0% | -3%
Cc1ccc(NC(=O)CN2CCc3cc4c(cc3C2)OCCCO4)cc1 | 19% | -8% | 11% | 2% | 0% | 25 | -18% | -2% | 3%
CCc1ccc(Nc2cc(C(=O)NCCCN3CCOCC3)c3ccccc3n2)cc1 | ? | -31% | ? | ? | -13% | 2 | 4% | -1% | 12%
Nc1ccnc(=O)[nH]1 | 0% | 0% | 6% | -11% | ? | 22 | 23% | 5% | -78%[inhibitor]
CCCC1CCC(c2nc(-c3cccnc3)no2)CC1 (configuration not stated) | 0% | 31% | 0% | ? | 0% | 2 | 3% | -4% | ?
Cc1ccccc1C(=O)NCC(=O)NCC1(N2CCOCC2)CCCCC1 | -10% | 4% | 2% | 8% | 4% | -11 | 0% | -3% | 1%
CCOC(=O)c1cncc(O)c1 | -2% | -12% | 4% | -16% | 2% | 0 | 0% | -4% | 17%
CCOC(=O)c1cnn2c(C)cc(-c3ccc(F)cc3)nc12 | 6% | 50%[activator] | 2% | 20% | 5% | -17 | -4% | -34% | -5%
O=C(Nc1ccc2c(c1)OCO2)c1cc(-c2ccncc2)nc2ccccc12 | ? | -12% | 18µM* | 18µM* | 18µM* | 6 | ? | -25% | ?
NS(=O)(=O)c1ccc(NC(=S)NC2CC2)cc1 | 3% | . | 7% | 0% | 1% | -6 | 15% | -1% | -3%
COCC(=O)Nc1ccc([N+](=O)[O-])cc1OC | 3% | 15% | 2% | -2% | 1% | -17 | 2% | 9% | -2%
C/C(=N\N=C(N)N)c1cc(Cl)ccc1Cl | 0% | . | ? | 0% | ? | -7 | -2% | 3% | ?
Cn1c(NC(=O)c2cc(Br)ccc2Cl)cc(=O)n(C)c1=O | 7% | 5% | 0% | -1% | 3% | 24 | -3% | 2% | -22%
O=C(NCc1ccncc1)C(=O)Nc1ccc2c(c1)OCO2 | -1% | . | -1% | 0% | -2% | -10 | 1% | 1% | -55%[inhibitor]
O=C(CSCCc1ccccn1)Nc1cccnc1 | -1% | 1% | 10% | 2% | 12% | 32 | 20% | 1% | -8%
CCOc1ccccc1OCCCOc1ccc(C)cc1Br | 2% | 19% | 16% | ? | 6% | 2 | -1% | -20% | 0%
O=C(NC1CCCCC1)C1c2ccccc2OCC(=O)N1Cc1ccccc1 (configuration not stated) | 18% | -1% | 7% | . | 17% | -3 | 10% | 3% | .
c1ccn2cc(-c3ccc4c(c3)OCCO4)nc2c1 | ? | . | ? | 2% | ? | -5 | ? | -11% | -3%
Cc1ccc(NC(=O)Cc2ncon2)cc1Cl | 5% | 6% | 4% | 0% | 5% | -2 | 15% | 5% | -5%
Cc1sc2ncnc(Sc3nnnn3-c3ccc(Cl)cc3)c2c1C | ? | ? | ? | ? | ? | -70* | ? | -15% | ?
c1ccc(CCNc2cc(-c3ccc4ccccc4c3)nc3ccnn23)nc1 | 0% | 4% | 15% | . | 15% | -24 | 0% | 2% | .
CCc1ccccc1NC(=O)CCS(=O)(=O)c1ccc2c(c1)CCCN2C(C)=O | 2% | 31% | 25% | -1% | 15% | -1 | ? | 7% | 18%
COc1cc2ccccc2cc1C(=O)Nc1ccncc1 | 5% | 4% | -5% | ? | -29% | . | -1% | 10% | -17%
CCOC(=O)/C=C/C(=O)Nc1ccc(S(=O)(=O)Nc2cc(C)on2)cc1 | 8% | 31% | 14% | ? | 6% | -9 | -3% | 9% | -5%
COC(=O)Nc1ccc(S(=O)(=O)N2CCCCC2)cc1 | ? | 2% | -24% | 7% | -25% | 25 | 8.2µM* | 7% | -3%
COCCCNC(=O)CN(c1cc(Cl)ccc1OC)S(=O)(=O)c1ccc(C)c([N+](=O)[O-])c1 | 0% | 0% | -4% | 3% | -1% | 4 | -5% | 6% | -14%
COc1ccc(-c2nn(CCC(=O)O)cc2/C=N/NC(N)=S)cc1 | 8% | -3% | -5% | -1% | 20% | 22 | 1% | -20% | 13%
CC(=O)n1nc(-c2ccco2)nc1SCc1ccccc1 | -15% | 8% | 2% | 4% | 2% | -25 | -9% | -20% | -3%
O=C(COc1ccccc1-c1ccccc1)NCc1cccc(Cl)c1 | -8% | 7% | 0% | ? | -4% | 23 | ? | -7% | -10%
COc1cc(CCC(=O)OCC(=O)Nc2cccc(S(N)(=O)=O)c2)cc(OC)c1OC | 10% | 9% | 14% | 0% | 21% | 17 | 20% | -12% | ?
CCN(CC)S(=O)(=O)c1ccc(Cl)c(C(=O)N2CCc3ccccc32)c1 | ? | -22% | -22% | 2% | -13% | -23 | ? | -13% | 0%
CC(=O)OCC1OC(Nc2cccc(C)c2)C(OC(C)=O)C(OC(C)=O)C1OC(C)=O (configuration not stated) | 15% | 13% | -1% | -2% | 4% | 20 | -3% | 5% | -5%
Cn1cc(C(=O)C(=O)NC2CC2)c2ccccc21 | -1% | -5% | 9% | -3% | 15% | 31 | 0% | -4% | 16%
CCOc1cc(/C=N\Nc2ncc(F)c(N3CCOCC3)n2)ccc1Oc1nc(Cl)ncc1F | -28% | -35% | ? | ? | ? | -83* | ? | -7% | -2%
C[C@@]12CCC3[C@@](CC[C@@H]4[C@](C)(C(=O)O)CCC[C@@]34C)(C[C@H]1O)C2 (some centres not stated) | 8% | . | 0% | -3% | 2% | 3 | 12% | 1% | -13%
CN(C)c1ccc(/C=[N+](\[O-])C2N(c3ccccc3)C(=S)SC2(C)C)cc1 (configuration not stated) | ? | 16% | -6% | -2% | 0% | -9 | -26% | -32%[57.1 µM] | 10%
CN(CC(=O)Nc1ccc(F)cc1)C(=O)CN1C(=O)NC(CCc2ccccc2)C1=O (configuration not stated) | -1% | . | -14% | . | -4% | 12 | 6% | -1% | .
COc1ccccc1C(=O)NC1CC2CCCC(C1)N2Cc1ccccc1 (configuration not stated) | -12% | . | 1% | . | -7% | 33 | -9% | 8% | .
C[C@]12c3[nH]c4ccccc4c3CCN1C(=O)C(CC(=O)NCCc1ccccn1)C[C@@H]2C(=O)N1CCCCC1 (some centres not stated) | 0% | 9% | 0% | -9% | 6% | -13 | 0% | 2% | -40%
CSc1nc(C)c2c(n1)N(c1ccc(C(F)(F)F)cc1)CC2 | 14% | 2% | 21% | -4% | 23% | 39 | 3% | 2% | -1%
CCC(C)NC(=O)CSc1nnc(-c2ccncc2)n1-c1ccc(OC)cc1 (configuration not stated) | 4% | 4% | 11% | -3% | 13% | 2 | -10% | 7% | -8%
CS(=O)(=O)Nc1ccc(C(=O)Nc2ccc3c(c2)OCO3)cc1 | -12% | 21% | ? | 2% | -27% | -29 | 22% | -7% | -3%
COc1ccc(CNC(=O)CN(C(=O)c2snc(C(N)=O)c2N)c2ccc(OC)c(OC)c2)cc1 | 0% | 0% | -3% | 2% | -13% | 3 | 0% | -11% | 0%
O=S(=O)(Nc1nc2ccccc2nc1-[n+]1cccc(N=C([O-])c2ccc(Cl)cc2)c1)c1ccccc1 | 0% | -17% | 2% | 3% | 1% | -73* | 9% | -3% | ?
CNC(=O)COC(=O)c1cc(-c2ccccc2)nn1-c1ccccc1 | 6% | 5% | 2% | 0% | 3% | -3 | 0% | -1% | -4%
COc1ccc(/C=N/NC(=O)c2ccc(N(C)S(=O)(=O)c3ccccc3)cc2)cc1OC | 0% | -13% | -7% | -2% | 6% | -2 | 3% | -20% | -10%
COc1ccc(CN(C)Cc2cc(=O)n3ccsc3n2)c(OC)c1OC | 4% | -11% | 13% | -3% | 7% | 35 | -8% | -4% | 6%
O=C(CCC(=O)N1CCN(c2ccc(C(F)(F)F)cn2)CC1)c1cccs1 | -3% | ? | -5% | 0% | -3% | 2 | 1% | -4% | -13%
CCOc1ccc(/C=C/C(=O)Nc2cccc(C(C)=O)c2)cc1 | -8% | 23% | 1% | ? | 7% | -2 | ? | -7% | ?
COC(=O)C1=C(C)N(C)C(C)=C(C(=O)OC)C1c1ccsc1 | -2% | 11% | -4% | 2% | 3% | 5 | -6% | -26% | -2%
O=C(c1cc(Cl)ccc1OCc1ccccc1)N1CCOCC1 | -5% | 9% | 0% | 3% | 1% | 6 | -11% | 5% | 1%
Cc1c(C(=O)NCc2ccoc2)oc2ccc3c(c12)C(=O)CC(C)(C)O3 | 8% | 85%[activator] | ? | ? | 0% | -52* | 18µM* | -30% | 4%
Cc1cc2oc(=O)cc(Cn3ncc(Cl)c(Cl)c3=O)c2cc1Cl | 13µM* | 25µM* | 3.3µM* | 7.3µM* | ? | -101* | ? | -9% | 2.6µM*
CCN(CC(=O)NCc1ccc(Cl)cc1)C(=O)C(C)Sc1ccccc1 (configuration not stated) | . | -2% | 3% | 0% | 4% | 4 | . | -19% | 4%
CC(C)=CC(=O)OCC(=O)Nc1cc(C)cc(C)c1 | 8% | -19% | 21% | 0% | 18% | -23 | -5% | 13% | -1%
O=C(Nc1cccc(Cl)c1)C1CCCN(C2=NS(=O)(=O)c3ccccc32)C1 (configuration not stated) | -2% | -8% | -1% | 7% | 2% | -12 | -2% | 0% | 2%
CC(C)(C)OC(=O)C[C@@H]1C/C=C\C[C@@H](CC(=O)NCCO)C(=O)N2CCC[C@H]2COC1=O | 17% | 14% | 11% | ? | 9% | 37 | ? | 1% | -12%
c1nnc(NC2=NCCC2)s1 | 0% | 7% | 16% | 10% | 13% | -2 | ? | 4% | -3%

# Source: PubChem BioAssay (National Center for Advancing Translational Sciences (NCATS))
